# Compound activity as filed in PubChem BioAssay.
# EPAC1 ag – qHTS for Agonist of cAMP-regulated guanine nucleotide exchange factor 3 (EPAC1): primary screen; Potency, µM (highest dose often 154 µM), without a hit: at the top dose activation, usual class: activators; 360,000 tested, 0.073% active; Rap guanine nucleotide exchange factor 3 (Homo sapiens), O95398; EPAC1 agonist qHTS, biochemical assay; response scale: 100% = response to 6.5 mM cAMP; note: potency is the fitted concentration of half-maximal effect; nearly all actives have a fitted effect of over 60% in size
#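 Normalized to 6.5 mM cAMP, activity reflects EPAC1-catalysed release of BODIPY-GDP from Rap1B, followed kinetically over 30 min at 480 nm excitation, 540 nm emission. Reaction contained 100 nM EPAC1, 250 nM Rap1B-BODIPY-GDP, 50 uM GDP.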
# GLP1R cytotox – qHTS of GLP-1 Receptor Inverse Agonists: Cytotox Screen; HEK293 cAMP-luciferase reporter cells, luminescence, 24 h; Potency, µM (top dose mostly 38.3 µM), for inactives: at the highest dose activity change, negative = inhibition, hits mostly inhibitors; 410,000 tested, 0.13% active; AID 624418, 2012;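 note: loss of luciferase light is scored as toxicity; potency is the fitted concentration of half-maximal effect; % is set by controls: 0 for no effect and ±100 for the full control effect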
#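 Compound-treated cells are incubated 24 hr at 37 deg C under 5% CO2 after a 12 hour attachment period, then luciferase detection reagent is added and luminescence is measured following 12 min at room temperature; lowered signal indicates toxicity.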
# PLK1 PBD block – qHTS for Inhibitors of PLK1-PDB (polo-like kinase 1 - polo-box domain): Primary Screen. Potency, µM, without a hit: max response, negative = inhibition, actives largely listed as inhibitors. Plk1 PBD binding of FITC phosphopeptide, fluorescence polarization. 360,000 tested, 2.8% active; note: potency is the fitted concentration of half-maximal effect; series mostly up to about 57 µM; % is set by controls: 0 for no effect and ±100 for the full control effect; nearly all actives have a fitted effect of over 65% in size
# GLP-1R inv ag – qHTS of GLP-1 Receptor Inverse Agonists (Inhibition Mode) | Glucagon-like peptide 1 receptor (Homo sapiens), P43220 | Potency, µM (highest dose often 38.3 µM), without a hit: at the highest dose activity change, negative = inhibition, actives largely listed as inhibitors | HEK293 GLP-1R CRE-luciferase, luminescence, 24 h; GLP-1R form is constitutively active | 410,000 tested, 1.6% active | AID 624417, 2012; note: potency is the fitted concentration of half-maximal effect; % is set by controls: 0 for no effect and ±100 for the full control effect; nearly all actives have a fitted effect of over 55% in size
# Target sequence (P43220 whole entry, looked up): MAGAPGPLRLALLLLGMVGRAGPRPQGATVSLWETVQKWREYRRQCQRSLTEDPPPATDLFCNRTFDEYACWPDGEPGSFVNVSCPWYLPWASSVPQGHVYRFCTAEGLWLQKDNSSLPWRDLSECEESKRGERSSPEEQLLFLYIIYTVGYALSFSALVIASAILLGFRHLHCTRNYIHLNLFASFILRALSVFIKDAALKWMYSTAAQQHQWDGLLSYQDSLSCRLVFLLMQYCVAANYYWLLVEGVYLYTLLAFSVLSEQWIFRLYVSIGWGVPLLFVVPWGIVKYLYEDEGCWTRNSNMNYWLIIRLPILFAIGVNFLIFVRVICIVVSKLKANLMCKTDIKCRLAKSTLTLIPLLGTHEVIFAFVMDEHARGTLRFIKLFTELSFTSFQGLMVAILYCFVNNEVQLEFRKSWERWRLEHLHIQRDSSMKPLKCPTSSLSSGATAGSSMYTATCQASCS
#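 HEK293 cells stably co-expressing constitutively active GLP-1R and a cAMP-responsive luciferase reporter were seeded in DMEM with 10% Nu serum, given compounds after 12 h, and incubated 24 h at 37 deg C. Luminescence was then read.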
# GLP-1R agonist – qHTS of GLP-1 Receptor Agonists; Glucagon-like peptide 1 receptor (Homo sapiens), P43220; HEK293 GLP-1R CRE-luciferase, luminescence, 4-6 h; cells express a hypersensitive GLP-1R form; Potency, µM (titrated, usually from 45.6 µM), for the others: at the top dose activation, hits mostly activators; 380,000 tested, 0.007% active; note: potency is the fitted concentration of half-maximal effect; % of control where 0% means no effect
# EPAC1 antag – qHTS for Antagonist of cAMP-regulated guanine nucleotide exchange factor 3 (EPAC1): primary screen; EPAC1 GEF assay, Rap1b-BODIPY-GDP exchange fluorescence; Potency, µM (top dose mostly 115 µM), for the others: at the top dose activity change, negative = inhibition, hits mostly inhibitors; 360,000 tested, 0.14% active;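 note: potency is the fitted concentration of half-maximal effect; plate controls were vehicle for no effect and positive control for full effect; nearly all actives have a fitted effect of over 50% in size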
# IL2 activator – qHTS of IL-2 Activators. AID 652025, 2013. activation, % (series mostly up to about 46 µM). 360,000 tested, 0.065% active. IL-2 activation reporter assay, cell-based qHTS; stimulated with anti-CD3/CD4/CD28 beads; in transgenic mouse T cells; in the data active = activation above about 50%; inconclusive = mostly about 30% to 49%; note: 0% is about no effect
#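 First, unstimulated transgenic mouse T cells were exposed to compound for 60 min. Next, anti-CD3/anti-CD4-coated beads with anti-CD28 were added. Finally, after 18 h at 37 degrees C, EGFP and DsRed were imaged.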
# PI5P4K alpha inh – qHTS for Inhibitors of phosphatidylinositol 5-phosphate 4-kinase (PI5P4K). PI5P4Kalpha enzyme, ADP-Glo luminescence, 60 min; hits give low values. max response, %. 330,000 tested, 1.2% active; active = max response of -50% or lower; inconclusive = between -30% and -50%; inactive = -30% or higher; note: value at the top dose of about 77 µM; % is set by controls: 0 for no effect and ±100 for the full control effect
# Target sequence (P48426 whole entry, looked up): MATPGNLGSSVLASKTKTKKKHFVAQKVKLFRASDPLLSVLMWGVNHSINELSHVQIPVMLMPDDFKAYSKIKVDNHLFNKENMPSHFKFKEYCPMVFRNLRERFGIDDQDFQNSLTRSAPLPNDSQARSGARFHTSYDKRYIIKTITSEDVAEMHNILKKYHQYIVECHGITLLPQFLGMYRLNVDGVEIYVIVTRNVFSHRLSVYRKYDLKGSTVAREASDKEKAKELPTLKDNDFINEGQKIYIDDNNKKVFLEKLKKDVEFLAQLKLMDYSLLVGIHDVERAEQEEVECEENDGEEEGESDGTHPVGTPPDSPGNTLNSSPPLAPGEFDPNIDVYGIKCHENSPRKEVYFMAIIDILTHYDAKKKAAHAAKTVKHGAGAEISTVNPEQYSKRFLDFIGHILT
#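 ADP-Glo luminescence end-point after a 60 min room-temperature kinase reaction. PI5P4Kalpha and substrate in HEPES pH 7.4 buffer with EGTA, 0.1% CHAPS and 5% DMSO; ATP at 5 microM final.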
# PTHR1 ag – qHTS for PTHR1 Agonists: Primary Screen; 410,000 tested, 0.075% active; Parathyroid hormone/parathyroid hormone-related peptide receptor (Homo sapiens), Q03431; Potency, µM (highest dose often 115 µM), inactives show at the top dose activation, most hits filed as activators; AID 743266, 2014; HEK293 GP2 PTHR1 cells, GloSensor cAMP luminescence, 1 h; note: potency is the fitted concentration of half-maximal effect; nearly all actives have a fitted effect of over 55% in size; some results filed as inactive show a strong effect at the top dose; inactives centre near -15; many of its hits are not listed in these tables
#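 HEK-293-derived GP2 cells expressing PTHR1 and a GloSensor cAMP reporter, 3,000/well, plated overnight, given luciferin plus IBMX (each 0.5 mM as added) for 1 h at 37 °C, then compound for 1 h at 37 °C. Luminescence was read after 15 min at room temperature.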
# Active calls of the source: *; i = inactive; ? = inconclusive; . = no result given; [ ] = another dose, or the depositor's remark. Unless noted, calls come from the whole dose curve; as a rule, active = well fitted curve in the direction sought with a large enough effect; inconclusive = small, poorly fitted or top-dose-only effect, or another doubt; inactive = no such curve, though single readings can be large; an effect the other way counts as inactive or inconclusive.
SMILES,EPAC1 ag,GLP1R cytotox,PLK1 PBD block,GLP-1R inv ag,GLP-1R agonist,EPAC1 antag,IL2 activator,PI5P4K alpha inh,PTHR1 ag
COC(=O)c1c(N2C(=O)CCC2=O)sc2c1CCCC2,8%,0%,-6%,12%,5%,9%,-3.7,1,-7%
CC1=C(c2ccc(F)cc2)[N+](=O)C(C)(C)N1[O-],3%,1%,-12%,10%,0%,-14%,2.0,11,-14%
CC(C)(C)c1ccc(OCCNC(=S)Nc2ccccc2)cc1,-1%,5.6µM*,-6%,10µM*,9%,?,-5.8,7,-47%[inhibitor]
COC(=O)C1=C(C)N(C)C(C)=C(C(=O)OC)C1c1ccsc1,-6%,-1%,0%,-35%,12%,-9%,-0.5,6,i
CCOC(=O)c1c(NC(=O)CSc2nncn2C)sc(C)c1C,2%,-13%,-4%,0%,-2%,-12%,1.5,12,i
Cc1sc2ncn(CC(=O)NCCCC(=O)NCc3ccc(F)cc3)c(=O)c2c1C,6%,-7%,-10%,5%,13%,-2%,-0.3,0,i
CC1=CC(=O)C=CC1(C)C(Cl)(Cl)Cl (stereo not given),-5%,-6%,1%,4%,10%,1%,-4.6,-5,i
CCOC(=O)[C@]12CCCC=C1N(CCC1=CCCCC1)C(=O)[C@H](CC(=O)NCc1ccccc1)C2,-9%,0%,-2%,?,.,-21%,-0.8,-1,-11%
Nc1ccc2c(c1)ncn2CCCn1cnc2cc(N)ccc21,4%,12%,1%,-1%,-1%,-3%,-0.3,.,i
CC1(C(=O)Nc2ccccc2)Cc2c(-c3cccc(C(F)(F)F)c3)ccnc2O1 (stereo not given),-4%,-6%,3%,?,4%,-9%,0.0,4,-7%
COc1ccc(OCc2nc3ccccc3[nH]2)cc1,4%,16%,2%,?,-3%,3%,-2.1,.,-64%[inhibitor][57.5 µM]
CC1CCc2c(sc3nc(SCC(=O)NCc4ccco4)nc(N)c23)C1 (stereo not given),-7%,-4%,-25%,4%,30%,-8%,-2.5,-13,-24%
S=C1NCCc2ccccc2C1c1ccccc1Cl (stereo not given),5%,?,-7%,?,-6%,-10%,-1.1,11,i
C/C(CC(=O)Nc1c(C)cc(C)cc1C)=N\NC(=O)c1cnccn1,-7%,-9%,-4%,17%,-2%,-7%,3.7,1,i
CC1CCc2c(sc3ncn(CC(=O)N4CCCCC4)c(=O)c23)C1 (stereo not given),-4%,2%,-5%,18%,-9%,4%,-1.4,1,i
O=C(O)c1cccc(NC(=O)c2cc(S(=O)(=O)N3CCOCC3)cs2)c1,7%,10%,-18%,0%,4%,-13%,0.1,-18,-7%
CCCCCc1cc(=O)oc2c(C(CCN3CCCC(C)C3)c3ccc4c(c3)OCO4)c(OC)cc(OC)c12 (stereo not given),-17%,-12%,-1%,4%,17%,-6%,-0.8,-5,i
O=C1NC(Cc2ccc(O)cc2)c2nc3ccc(Br)cc3c(=O)n2-c2cc3ccccc3cc21 (stereo not given),-2%,-14%,-3%,?,-4%,-8%,-3.2,-5,i
COCCNC(=O)CN1C(=O)COc2ccc(S(=O)(=O)N3CCCC3)cc21,.,4%,.,1%,-1%,.,.,.,11%
CCN(C(=O)CSc1nnc(CNc2cccc(OC)c2)n1C1CCCCC1)C1CCS(=O)(=O)C1 (stereo not given),-3%,6%,1%,-4%,25%,0%,-3.8,7,-9%
COc1ccc(S(=O)(=O)N(C)C)cc1NC(=O)c1ccc2c(c1)NC(=O)C(C)S2 (stereo not given),-1%,-11%,-8%,1%,-4%,-8%,0.3,-3,i
CCOC(=O)c1cc2c(ccc3ccccc32)oc1=O,-7%,20%,2%,-3%,-3%,-9%,0.4,3,-3%
O=C(NCc1ccccn1)c1ccc(CNS(=O)(=O)c2cccc(C(F)(F)F)c2)cc1,6%,-2%,-18%,-7%,9%,11%,-3.7,2,-16%
O=C1NC2=C(C(=O)c3ccccc32)C(c2ccccc2)N1 (stereo not given),-2%,-11%,-9%,32%,5%,12%,-1.5,.,i
CC1(C(=O)NCc2ccccc2)CCC(=O)N1CCOc1ccccc1 (stereo not given),9%,1%,-8%,8%,9%,3%,-0.1,9,-18%

# Some of the entries so far, with tabs:
structure	EPAC1 ag	GLP1R cytotox	PLK1 PBD block	GLP-1R inv ag	GLP-1R agonist	EPAC1 antag	IL2 activator	PI5P4K alpha inh	PTHR1 ag
CCCCCc1cc(=O)oc2c(C(CCN3CCCC(C)C3)c3ccc4c(c3)OCO4)c(OC)cc(OC)c12 (stereo not given)	-17%	-12%	-1%	4%	17%	-6%	-0.8	-5	i
O=C1NC(Cc2ccc(O)cc2)c2nc3ccc(Br)cc3c(=O)n2-c2cc3ccccc3cc21 (stereo not given)	-2%	-14%	-3%	?	-4%	-8%	-3.2	-5	i
COCCNC(=O)CN1C(=O)COc2ccc(S(=O)(=O)N3CCCC3)cc21	.	4%	.	1%	-1%	.	.	.	11%

# Next section
SMILES,EPAC1 ag,GLP1R cytotox,PLK1 PBD block,GLP-1R inv ag,GLP-1R agonist,EPAC1 antag,IL2 activator,PI5P4K alpha inh,PTHR1 ag
CCOc1ccc(CN2CCN(Cc3c(C)nn(CC)c3C)CC2CCO)cc1 (stereo not given),-1%,0%,-7%,?,6%,4%,-0.8,-4,-2%
CCC(=O)c1cn(/C(=C\C(=O)OC(C)(C)C)CCC(OC)OC)cc1CC,-24%,2%,-1%,-21%,1%,-11%,0.6,1,-48%[inhibitor]
C=CCC(=O)N1CCCC(CNC(=O)c2ccc(-c3ccccc3)cc2)C1 (stereo not given),4%,-19%,-1%,?,7%,2%,0.6,0,-13%
Cc1cc(-c2csc(N)n2)c(C)n1C,0%,-11%,-29%,10%,-9%,-10%,0.5,-60*,-18%[57.5 µM]
CN1CCN(c2ccc([N+](=O)[O-])cc2NC(=O)c2ccccc2Cl)CC1,7%,15%,-9%,?,18%,-7%,-1.1,.,i
C=CCN1N=C(c2ccc(Cl)s2)CSC1=O,10%,9%,-2%,-17%,?,-8%,-2.0,7,i
CN(C)S(=O)(=O)c1ccc(N2C(=O)CC2(/C=C/c2ccccc2)C(=O)NC2CCCC2)cc1 (stereo not given),3%,-4%,1%,6%,-3%,16%,-0.8,1,-12%
COC(=O)[C@]12CCCCC=C1N(Cc1cccc3ccccc13)C(=O)[C@H](CC(=O)N1CCN(C(=O)C3CC3)CC1)C2,2%,-9%,10%,-27%,-3%,6%,-0.4,7,-9%
CC(C)c1ccc(/C=C/C(=O)NNC(=O)c2cccnc2)cc1,-6%,12%,-16%,-19%,0%,-16%,0.6,9,i
O=C(/C=C/c1ccc(O)c(O)c1)OC1C(O)CC(OC(=O)/C=C/c2ccc(O)c(O)c2)(C(=O)O)CC1O (stereo not given),2%,-7%,1%,11%,-1%,1%,-5.0,15,i
CC(C)CN(C(=O)CN(C)C(=O)Cc1ccc(Cl)cc1)c1c(N)n(CC(C)C)c(=O)[nH]c1=O,7%,18%,-5%,3%,-1%,1%,0.9,3,-20%
CCOC(=O)Cn1c(=O)n(CC2CCCO2)c2nc(-c3ccccc3F)nc(C(N)=O)c21 (stereo not given),.,3%,.,-1%,19%,.,.,.,i
Cc1ccc(NC(=O)C2c3ccccc3-c3ccccc32)cc1,9%,-4%,2%,-1%,-2%,0%,0.2,-2,i
CC(C)(Oc1ccc(CCNC(=O)c2ccc(-c3ccc(Cl)cc3)o2)cc1)C(=O)O,-17%,2%,-20%,8%,3%,-17%,0.4,-10,-21%
Cc1ccc(S(=O)(=O)NCCC(=O)N2CCN(C/C=C/c3ccccc3)CC2)cc1,-1%,-8%,0%,-29%,8%,-16%,-0.4,-3,-23%
CC(=O)N1CCc2c(sc(NC(=O)Cc3ccccc3)c2C(N)=O)C1,-17%,4%,-10%,34%[activator],4%,-3%,-3.1,-2,-15%
Cc1noc(C)c1C(c1ccccc1)c1ccccc1,12%,8%,-3%,0%,9%,8%,5.0,.,-22%[57.5 µM]
CN(CC(=O)Nc1ccccc1C(F)(F)F)CC(=O)N1CCCCCC1,-6%,1%,-3%,14%,-4%,7%,-4.0,0,i
Nc1c(C(=O)O)cnc2nc(N3CCOCC3)nn12,1%,-8%,-5%,7%,1%,14%,-1.1,5,-17%
COC(=O)c1ccc(Nc2ncnc3c2cnn3-c2cccc(C)c2)cc1,3%,6%,-1%,6%,4%,-9%,-0.3,-9,-77%[inhibitor]
CC1=CC(C)(C)N(C(=O)c2ccccc2)c2ccc(C)cc21,3%,4%,-18%,?,-3%,-9%,-2.4,10,-70%[inhibitor]
O=C(O)/C=C/C(=O)N1CCN(C(c2ccccc2)c2ccccc2)CC1,-1%,-7%,-14%,?,-4%,1%,-0.5,2,i
COc1ccc(NS(=O)(=O)c2ccc(N3CCOCC3)c(N)c2)cc1,8%,-25%,3%,4%,-4%,-5%,-0.7,1,-50%[inhibitor]
CCN1C(=O)/C(=C\N2CCN(C(=O)c3ccco3)CC2)SC1=S,-6%,3%,-5%,9%,1%,8%,1.3,-2,i
O=C(NCc1cccs1)c1ccc(Cl)c(S(=O)(=O)N2CCOCC2)c1,2%,-1%,-1%,19%,1%,-17%,2.7,-14,i
Cc1nn(-c2ccccc2)c(C)c1NC(=O)COc1ccc(C#N)cc1,5%,-10%,-7%,0%,-8%,2%,0.1,0,i
Cc1csc(NC(=O)C(C)N2C(=O)c3ccccc3S2(=O)=O)n1 (stereo not given),4%,-19%,-6%,2%,-6%,6%,-2.3,-2,i
Cc1ccc(S(=O)(=O)n2nc(OC(=O)C(C)(C)C)cc2N)cc1,-8%,-24%,-6%,0%,-4%,6%,-0.4,6,i

# A portion of the library; count on the stated rates, not on these rows.
